# Source: PubChem BioAssay (The Scripps Research Institute Molecular Screening Center)
# TAAR1 agonist: human TAAR1 agonists, primary screen, Fluo-8 calcium fluorescence, CHO RD-HGA16 cells; Trace amine-associated receptor 1 (Homo sapiens), Q96RJ0; vehicle wells 0%, saturating PEA agonist 100%; activation, % at 3 µM; actives 0.99% (n = 360,000);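 active = activation above the mean activation of all test compounds in the run plus 3 SD, cut at about 38% in these data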
# Target sequence (Q96RJ0 whole entry, looked up): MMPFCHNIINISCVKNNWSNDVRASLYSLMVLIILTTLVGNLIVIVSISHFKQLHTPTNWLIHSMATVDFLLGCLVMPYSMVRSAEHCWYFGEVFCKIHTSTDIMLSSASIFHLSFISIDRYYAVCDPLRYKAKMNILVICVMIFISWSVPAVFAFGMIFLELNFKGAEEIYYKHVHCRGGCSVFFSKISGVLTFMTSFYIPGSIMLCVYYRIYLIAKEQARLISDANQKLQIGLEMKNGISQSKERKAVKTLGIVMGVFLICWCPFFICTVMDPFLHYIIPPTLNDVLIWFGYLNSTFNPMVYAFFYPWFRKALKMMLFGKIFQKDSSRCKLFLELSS
#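 Test system: RD-HGA16 (CHO) cells co-expressing Gα16 and hTAAR1 | Doses: Single dose, 3 µM | Schedule: 17-24 h seeding, 75 min 37 °C dye, 30 min RT | Evaluation: % activation from peak over basal fluorescence ratio, DMSO-to-PEA scaled | Technique: Kinetic Fluo-8 calcium fluorescence | Benchmarks: Low control DMSO, high control PEA (EC100)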
# M4 ag: human M4 muscarinic receptor agonists, primary screen, CHO-K1 cells, Fluo-8 calcium fluorescence | actives 0.14% (n = 360,000) | activation, % at 3 µM | CHO-K1 hM4/Gqi5; vehicle 0%, full acetylcholine response 100% | Muscarinic acetylcholine receptor M4 (Homo sapiens), P08173 | AID 624127, 2012;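 active = activation above the run mean over all test wells plus 3 SD, cut at about 32% in these data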;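 also: peak over basal fluorescence ratio per well then scaled between controls; 0% = DMSO wells and 100% = acetylcholine at EC100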
# CHRM5 antagonist: human M5 muscarinic receptor antagonists, primary screen, CHO cells, Fluo-8 calcium fluorescence; actives 0.59% (n = 360,000); AID 624040, 2012; CHO-hM5 cells, ACh EC80; Muscarinic acetylcholine receptor M5 (Homo sapiens), P08912; inhibition, % at 3 µM;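 active = inhibition above a per-plate cutoff, the mean of that plate's test compounds plus 3 SD, cut at about 27% in these data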;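 also: 0% = acetylcholine EC80 with DMSO and 100% = DMSO without agonist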
# Target sequence (P08912 whole entry, looked up): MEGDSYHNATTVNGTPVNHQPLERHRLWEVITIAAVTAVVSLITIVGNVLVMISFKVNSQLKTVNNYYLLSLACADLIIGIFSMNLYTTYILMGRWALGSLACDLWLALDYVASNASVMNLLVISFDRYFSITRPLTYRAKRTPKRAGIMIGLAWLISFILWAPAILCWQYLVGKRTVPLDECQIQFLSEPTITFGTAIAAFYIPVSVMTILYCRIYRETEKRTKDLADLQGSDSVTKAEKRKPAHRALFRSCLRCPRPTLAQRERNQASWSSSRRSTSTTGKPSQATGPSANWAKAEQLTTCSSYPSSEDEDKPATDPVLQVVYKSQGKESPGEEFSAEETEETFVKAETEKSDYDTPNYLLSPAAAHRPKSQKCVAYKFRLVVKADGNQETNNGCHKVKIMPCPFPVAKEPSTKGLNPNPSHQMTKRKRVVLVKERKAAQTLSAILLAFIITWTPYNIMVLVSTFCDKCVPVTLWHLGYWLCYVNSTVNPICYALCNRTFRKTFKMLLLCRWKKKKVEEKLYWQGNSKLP
# CHRM1 agonist: human M1 muscarinic receptor agonists, primary screen, Fluo-8 calcium fluorescence, CHO-K1 cells, HTS | Muscarinic acetylcholine receptor M1 (Homo sapiens), P11229 | actives 0.33% (n = 360,000) | AID 588814, 2011 | activation, % at 3 µM | CHO-K1 hM1, agonist mode; 0% DMSO, 100% acetylcholine EC100;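 active = activation above the run's mean compound activation plus 3 SD, cut at about 16% in these data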;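 also: peak over basal fluorescence ratio within a 140 s kinetic read after compound addition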
# CHRM1 antagonist: human M1 muscarinic receptor antagonists, primary screen, CHO-K1 cells, Fluo-8 calcium fluorescence, 1536-well. Muscarinic acetylcholine receptor M1 (Homo sapiens), P11229. CHO-K1 hM1, ACh EC80 antagonist. inhibition, % at 3 µM. actives 1.3% (n = 360,000);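 active = percent inhibition above its own plate's cutoff, namely the mean of that plate's compound wells plus 3 SD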;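 also: peak over basal fluorescence ratio during 140 s after agonist addition; 0% = ACh EC80 plus DMSO and 100% = DMSO alone without agonist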
# M5 ag: human M5 muscarinic receptor agonists, primary screen, CHO-K1 cells, Fluo-8 calcium fluorescence; Muscarinic acetylcholine receptor M5 (Homo sapiens), P08912; CHO-K1 hM5 cells; 0% DMSO wells, 100% maximal acetylcholine response; activation, % at 3 µM; actives 0.19% (n = 360,000); AID 624037, 2012;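 active = activation above the run's mean over test compounds plus 3 SD, cut at about 23% in these data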;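 also: signal is peak over basal fluorescence ratio across the kinetic read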
# CHRM5 PAM: human M5 muscarinic receptor positive allosteric modulators, primary screen, CHO-K1 cells, Fluo-8 calcium fluorescence; Muscarinic acetylcholine receptor M5 (Homo sapiens), P08912; CHO-K1 hM5, ACh EC20 PAM; 0% = ACh EC20, 100% = ACh EC100; activation, % at 3 µM; actives 0.3% (n = 360,000); AID 624038, 2012;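 active = activation above the run cutoff, the mean activation of all test compounds plus 3 SD, cut at about 18% in these data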
#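 Measured by: Fluo-8 calcium fluorescence; material: human M5 receptor in CHO-K1 cells; schedule: Post-acetylcholine fluorescence recording 140 s; benchmarks: low control EC20 acetylcholine (0%), high control EC100 acetylcholine (100%); read-out: Max/basal fluorescence ratio as % of EC20–EC100 ACh window; compound: single dose, 3 µM nominal final test concentration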
# M1 PAM: human M1 muscarinic receptor positive allosteric modulators, primary screen, CHO-K1 cells, Fluo-8 calcium fluorescence, 1536-well | Muscarinic acetylcholine receptor M1 (Homo sapiens), P11229 | CHO-K1 hM1, ACh EC20; 0% = ACh EC20, 100% = maximal ACh | activation, % at 3 µM | actives 0.088% (n = 360,000) | AID 588819, 2011; in the data active = activation above about 19%, passing the limit was not always enough
# M4 antag: human M4 muscarinic receptor antagonists, primary screen, CHO cells, Fluo-8 calcium fluorescence. Muscarinic acetylcholine receptor M4 (Homo sapiens), P08173. CHO-hM4 cells, ACh EC80. inhibition, % at 3 µM. actives 0.73% (n = 360,000);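 active = inhibition above its plate's cutoff, the mean inhibition of sample wells plus 3 SD, cut at about 27% in these data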;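 also: 0% = acetylcholine EC80 with DMSO and 100% = DMSO without agonist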
# Numbers without * were called inactive; nt = not tested or not shown. Only part of the results is shown; rates above refer to the full screens.
SMILES,TAAR1 agonist,M4 ag,CHRM5 antagonist,CHRM1 agonist,CHRM1 antagonist,M5 ag,CHRM5 PAM,M1 PAM,M4 antag
O=C(c1ccccn1)N1N=C2/C(=C/c3ccc(F)cc3)CCCC2C1c1ccc(F)cc1 (stereo not drawn),6,-1,-2,-4,2,-1,1,9,-27
Cc1c(CC(=O)N[C@@H](CCCNC(N)=O)C(=O)O)c(=O)oc2cc3oc4c(c3cc12)CCCC4,0,0,-2,-2,-9,-1,-1,17,-11
COc1ccc(-c2noc(CCC(=O)N3CCN(c4ccc(F)cc4)CC3)n2)cc1,0,0,-8,0,-10,0,9,11,-6
CC1(C(=O)OCC(=O)c2c[nH]c3ccccc23)CC1(Cl)Cl (stereo not drawn),4,1,1,-5,0,-3,-12,-2,12
N#CC1=C2SCC(O)(c3ccccc3)N2C(=O)CC1c1ccccc1 (stereo not drawn),11,7,5,2,-7,5,-7,-3,-1
CCOc1ccccc1NC(=O)C(OC(=O)c1cnc(C)cn1)c1ccccc1 (stereo not drawn),-2,-1,1,-3,-10,8,9,6,-22
O=C(CN(c1ccc2c(c1)OCCO2)S(=O)(=O)c1ccccc1)NCc1ccco1,13,11,3,-1,-15,2,-14,-1,-1
CCCCC[C@@H]1C=C(C(=O)O)[C@H](c2ccc(C)cc2)N1S(=O)(=O)c1ccc(C)cc1,-2,0,4,-6,7,1,-6,-2,6
Cc1ccc(C(=O)CNc2ccccc2)cc1,0,0,7,-8,-9,-1,0,4,-3
CC(=O)Oc1ccc2oc(C)c(C(=O)N3CCOCC3)c2c1,-2,2,-3,-4,-6,2,0,6,-3
Cc1ccc(C(=O)c2cn[nH]c2-c2cc(Cl)ccc2O)cc1,5,4,3,-2,10,4,-4,-4,-5
COc1ccc(C(=O)C[C@@H]2OC[C@H](Cc3ccccc3)N2S(=O)(=O)c2ccc(C)cc2)cc1OC,3,5,6,nt,nt,-1,-9,nt,3
O=C(CSc1ccc([N+](=O)[O-])cn1)Nc1cc(C(F)(F)F)ccc1N1CCOCC1,3,1,-11,-3,-12,-1,11,9,5
S=C(NCCc1ccccc1)N1CCN(Cc2ccccc2)CC1,23,2,5,-7,4,-4,-2,-5,5
COc1cc(OC)c(N(C)S(=O)(=O)c2cccc(C(=O)NC3=NCCS3)c2)cc1Cl,12,12,10,0,14,-4,-12,-7,1
O=C(NCc1ccccc1)c1onc(CS(=O)(=O)c2ccc(Cl)cc2)c1C(=O)NCc1ccccc1,11,-1,8,-3,-2,0,-3,3,12
CCN(CC)c1ccc(NC(=O)COc2ccc(N(C)S(=O)(=O)c3cccs3)cc2)cc1,2,3,7,-5,2,-3,-2,0,0
CC(c1ccccc1)N1CCn2c(nc3cc(NC(=O)NC4CCCCC4)ccc32)C1 (stereo not drawn),8,0,1,-9,0,-3,-2,1,-2
CC(=O)N(c1ccc(Cl)cc1)c1cn(C(C)=O)c2ccccc12,1,4,-7,-5,-1,-6,8,5,-5
CC1(C)CC(=O)N(CC(=O)NC2CCCC2)c2ccccc2S1(=O)=O,1,2,-8,-4,-12,0,6,10,-8
C=CCN1C(=O)C(CC(=O)Nc2ccc(OC)cc2)N(Cc2ccco2)C1=S (stereo not drawn),4,4,1,-1,-4,5,-1,2,-1
COc1cc(NC(=O)c2ccco2)c(OC)cc1NC(=O)c1cc(OC)c(OC)c(OC)c1,17,13,8,1,16,4,-15,-7,-1
Cc1cc(C)c(OCC(=O)OCCNC(=O)c2cccnc2)c(C)c1,4,1,3,-3,5,1,-1,-2,1
Cc1cc(C(=O)N/N=C/C=C/c2ccc3c(c2)OCO3)n[nH]1,4,1,5,-3,-5,-3,3,2,-3
CCOc1ccccc1NC(=S)NC(=O)C1CCCCC1,2,-3,8,-7,11,-6,-8,-8,2

# A draw from above in order of formula weight, rising:
SMILES,TAAR1 agonist,M4 ag,CHRM5 antagonist,CHRM1 agonist,CHRM1 antagonist,M5 ag,CHRM5 PAM,M1 PAM,M4 antag
CCOc1ccccc1NC(=O)C(OC(=O)c1cnc(C)cn1)c1ccccc1 (stereo not drawn),-2,-1,1,-3,-10,8,9,6,-22
COc1ccc(-c2noc(CCC(=O)N3CCN(c4ccc(F)cc4)CC3)n2)cc1,0,0,-8,0,-10,0,9,11,-6
CCN(CC)c1ccc(NC(=O)COc2ccc(N(C)S(=O)(=O)c3cccs3)cc2)cc1,2,3,7,-5,2,-3,-2,0,0
COc1ccc(C(=O)C[C@@H]2OC[C@H](Cc3ccccc3)N2S(=O)(=O)c2ccc(C)cc2)cc1OC,3,5,6,nt,nt,-1,-9,nt,3

# Some entries already given with just CHRM5 antagonist.
compound	CHRM5 antagonist
CC(c1ccccc1)N1CCn2c(nc3cc(NC(=O)NC4CCCCC4)ccc32)C1 (stereo not drawn)	1
CC(=O)N(c1ccc(Cl)cc1)c1cn(C(C)=O)c2ccccc12	-7
CC1(C)CC(=O)N(CC(=O)NC2CCCC2)c2ccccc2S1(=O)=O	-8

# Quoted from the results shown, 4 compounds:
SMILES,TAAR1 agonist,M4 ag,CHRM5 antagonist,CHRM1 agonist,CHRM1 antagonist,M5 ag,CHRM5 PAM,M1 PAM,M4 antag
O=C(c1ccccn1)N1N=C2/C(=C/c3ccc(F)cc3)CCCC2C1c1ccc(F)cc1 (stereo not drawn),6,-1,-2,-4,2,-1,1,9,-27
Cc1c(CC(=O)N[C@@H](CCCNC(N)=O)C(=O)O)c(=O)oc2cc3oc4c(c3cc12)CCCC4,0,0,-2,-2,-9,-1,-1,17,-11
COc1ccc(-c2noc(CCC(=O)N3CCN(c4ccc(F)cc4)CC3)n2)cc1,0,0,-8,0,-10,0,9,11,-6
CC1(C(=O)OCC(=O)c2c[nH]c3ccccc23)CC1(Cl)Cl (stereo not drawn),4,1,1,-5,0,-3,-12,-2,12

# New compounds follow
SMILES,TAAR1 agonist,M4 ag,CHRM5 antagonist,CHRM1 agonist,CHRM1 antagonist,M5 ag,CHRM5 PAM,M1 PAM,M4 antag
CN(C)C(=O)CN1c2cccc3cccc(c23)S1(=O)=O,5,1,12,-7,-1,-3,-5,6,0
COc1ccccc1CNC(=O)C(NS(=O)(=O)c1ccc2c(c1)OCCO2)C(C)C (stereo not drawn),4,0,1,-5,-9,-1,-2,9,3
Cc1cccc2cc(CN(CC3CCCO3)C(=O)c3ccncc3)c(=O)[nH]c12 (stereo not drawn),1,2,-6,-2,-10,3,3,10,13
COc1ccccc1-c1noc(CCCC(=O)NC2CCCCC2)n1,1,2,0,-5,-5,-3,9,11,-12
O=C(CCC1CCN(Cc2nccs2)CC1)Nc1ccccc1,2,1,29*,-6,-9,-1,-9,-1,-10
CNC(=O)c1snnc1-c1ccccc1,2,0,6,-4,-7,-1,12,4,2
Cc1ccccc1NC(=O)CSC(=O)c1ccccc1,8,2,13,-2,-11,0,0,9,5
CCn1c(SCC(=O)Nc2cccc(NC(C)=O)c2)nc2c([nH]c3ccccc32)c1=O,2,1,13,-6,-10,-4,-5,8,9
Cc1ccc(-c2[nH]c(=S)[nH]c(=O)c2C#N)cc1,-1,2,-3,0,-21,3,10,19,-6
CC(C(=O)Nc1cccnc1)n1cc([N+](=O)[O-])cn1 (stereo not drawn),6,1,13,-5,-7,-3,-4,7,6
CC(=O)OC(C(=O)NC1CCCCC1)c1ccncc1 (stereo not drawn),10,2,1,-3,-6,-2,3,4,4
COc1ccc(N2CCN(CCCn3ccc(NC(=O)OCc4ccccc4)nc3=O)CC2)cc1,1,2,0,-11,7,0,-2,-15,6
CC(C)N=c1cc2n(-c3ccc(Cl)cc3)c3ccccc3nc-2cc1Nc1ccc(Cl)cc1,0,1,2,-4,-36,0,-1,2,9
COc1ccc(NC(=O)C2(C)Cc3c(-c4ccc(NC(C)=O)cc4)ccnc3O2)cc1OC (stereo not drawn),0,-1,1,-1,-1,3,-8,-1,1
CCc1noc(C)c1C(=O)Nc1cc(S(=O)(=O)N(CC)CC)ccc1N1CCCC1,1,1,-3,-1,1,3,1,1,6
C=CCSc1nnc(C)n1-c1ccc(Cl)cc1,4,0,-10,-6,-3,-1,4,9,-7
CC1(C(=O)NCc2ccccc2Br)CCN1Cc1c(F)cccc1F (stereo not drawn),5,-2,-8,-2,-16,-2,-4,2,-7
CC(C)(C)c1ccc(C(=O)COC(=O)CN2C(=O)NC3(CCCC3)C2=O)cc1,0,11,2,-1,2,5,-2,2,4
CC1(C)CCCN(Cc2c(O)ccc3c(=O)c(-c4nc5ccccc5s4)c(N)oc23)C1,3,1,0,-5,-4,-5,-5,2,-6
CCN(CC)Cc1c(C(=O)N2CCc3ccccc3C2)nc2ccc(Cl)cn12,6,0,7,-10,-3,0,3,4,8
Cc1cc(C(=O)Nc2nc3c(s2)CCCC3)cs1,15,5,2,-1,7,1,-8,6,-13
CCOc1ccc2c(c1)sc1nc(C(=O)OC)cc(=O)n12,3,0,0,-2,-3,-1,6,8,-3
CCOC(=O)CNS(=O)(=O)c1cc(-c2nnc(Nc3ccc4c(c3)OCO4)c3ccccc23)ccc1C,9,11,16,-8,11,-3,-12,-11,18
CC1CCCCN1S(=O)(=O)c1cccc2nonc12 (stereo not drawn),-1,0,-3,-2,-10,-5,-2,8,-8
CCOc1ccc(NC(=O)CCC(=O)N/N=C(\C)c2cccs2)cc1,1,1,-4,-4,-11,-5,-1,5,-10
COc1cc(CNn2c(C)n[nH]c2=S)cc(Cl)c1OCC(=O)NC(C)(C)C,3,5,6,-3,1,4,-8,0,9
Nc1n[nH]c(N)c1N=Nc1ccc2c(c1)OCO2,-2,0,9,-5,-4,-1,-4,10,4
